ALOX12 inh: ALOX12 (human) lipoxygenase inhibition; purified 12hLO, xylenol orange hydroperoxide absorbance; Potency, µM (top dose mostly 108 µM), without a hit: at the top dose activity change, negative = inhibition, actives largely listed as inhibitors; 1.1% of 580,000 active; AID 1671190; active = well fitted inhibition curve with a large enough effect; inconclusive = small, poorly fitted or top-dose-only effect, or another doubt; inactive = no such curve, though single readings can be large or run the other way
Target sequence (P18054 whole entry, looked up): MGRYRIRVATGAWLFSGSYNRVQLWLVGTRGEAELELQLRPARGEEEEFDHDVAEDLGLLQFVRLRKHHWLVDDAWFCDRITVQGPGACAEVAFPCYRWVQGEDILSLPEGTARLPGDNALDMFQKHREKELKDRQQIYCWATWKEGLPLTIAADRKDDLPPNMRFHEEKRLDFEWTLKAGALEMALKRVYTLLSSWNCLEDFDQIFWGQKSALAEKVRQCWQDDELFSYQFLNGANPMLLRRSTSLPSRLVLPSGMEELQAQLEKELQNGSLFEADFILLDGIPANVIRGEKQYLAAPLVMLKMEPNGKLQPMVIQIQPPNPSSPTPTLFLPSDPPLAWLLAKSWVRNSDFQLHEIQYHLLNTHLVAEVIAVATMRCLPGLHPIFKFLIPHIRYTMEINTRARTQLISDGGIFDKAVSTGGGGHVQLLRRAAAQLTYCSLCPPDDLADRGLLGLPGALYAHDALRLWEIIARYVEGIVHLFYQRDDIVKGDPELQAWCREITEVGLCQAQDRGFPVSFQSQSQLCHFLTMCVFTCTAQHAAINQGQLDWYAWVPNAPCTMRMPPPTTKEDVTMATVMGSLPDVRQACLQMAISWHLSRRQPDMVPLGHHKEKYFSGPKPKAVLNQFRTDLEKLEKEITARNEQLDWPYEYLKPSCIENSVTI
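Purified human 12hLO at 150 nM in 25 mM Hepes, 0.01% Triton X-100, pH 7.0, preincubated 15 min at room temperature with compound. Reaction started with 40 uM arachidonic acid, 30 min at room temperature. Hydroperoxide measured by Fe-xylenol orange, 573/405 nm absorbance ratio.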
The depositor's hits bear a star; ? = inconclusive; & = joins results of further samples; [ ] = dose if it differs, or a comment. % is set by controls: 0 for no effect and ±100 for the full control effect; potency is the fitted concentration of half-maximal effect. This is a subset (hit frequency here may not be typical).

ALOX12 inh | structure
-5.6% | O=C(Cn1nc2c(cc1=O)CCCC2)NCc1nnc2ccccn12
? | Cc1cccc(OCC(=O)OCC(=O)c2ccc3c(c2)OCO3)c1
31.9%[activator] | COc1ccc(-c2ccc(=O)n(CCNC(=O)Cc3ccc(Cl)cc3)n2)cc1
38.3%[activator][176 µM] | C=CCn1cc2c3c(cccc31)[C@H](CC(C)C)N[C@H](C(=O)NCCN1CCOCC1)C2
24.5%[176 µM] | CC(C)N[C@H]1C[C@@H](Cc2cc(CC3CCCCC3)on2)C1(C)C
6.3% | Clc1ccc(-c2cn3c4ccccc4n(CCN4CCOCC4)c3n2)cc1
6.5%[12.5 µM] | COc1ccc(CN2CC3(C2)C(=O)Nc2ccccc23)cc1
9.6%[12.5 µM] | O=Cc1cccc(-c2cc(C(F)(F)F)ccc2Cl)c1
3.6%[176 µM] | COc1cncc(CN2CC[C@@H]3OCC(=O)N(C(C)C)[C@H]3CC2)c1
5.62µM* | COc1ccc(/C=C/C(=O)c2ccc(C(=O)O)s2)cc1OC
-1.1%[176 µM] | CS(=O)(=O)c1ccc(CN2CCN3C(=O)N(C4CCOCC4)C[C@H]3C2)cc1
-19.9% | CSc1ccc(CNC23CC4CC(C)(CC(C)(C4)C2)C3)cc1

The list continues.
ALOX12 inh | structure
5.9% | COc1ccc(C)cc1Nc1nc2ccccc2nc1NS(=O)(=O)c1cccc(C)c1
16.5% | CN1CCCC(CNc2ncc(C(C)(C)C(=O)O)c(N3CCOCC3)n2)C1 (stereo not drawn)
33.8%[activator] | COC[C@@H]1CN(Cc2cc(OC)cc(OC)c2)C[C@H]1C(=O)N(C)C
4.3% | CC(C)c1cc(N2CCOCC2)n2c(nc3ccccc32)c1C#N
? | COC(=O)CSc1nc2c(c(=O)[nH]c(=O)n2C)n1Cc1ccccc1
10.0% | NC(=O)C1=C(Nc2ccc(F)cc2F)c2ccccc2S1(=O)=O
40.6% | CN(Cc1ccccc1)c1ncccc1CNC(=O)CN1CCOC1=O
14.2% | Cc1ccc(C(=O)N/N=C2/CC3CCC2(C)C3(C)C)cc1 (stereo not drawn)
-21.2% | COC(=O)Cn1cc(/C=C2/SC(=O)N(C(C)C)C2=O)c2ccccc21
31.9%[activator] | CCn1cnnc1CC1CCN(C(=O)c2ccccc2)CC1
24.1%[176 µM] | C[C@@H]1CN(Cc2nc3c(n2Cc2ccccc2)C(=O)N(CC2CC2)CCN3)C[C@H](C)O1
? | O=[N+]([O-])c1ccc(Nc2ccccc2-c2ccccc2)c2nonc12

Sorted by value in ALOX12 inh (descending): some entries from above.
ALOX12 inh | structure
14.2% | Cc1ccc(C(=O)N/N=C2/CC3CCC2(C)C3(C)C)cc1 (stereo not drawn)
4.3% | CC(C)c1cc(N2CCOCC2)n2c(nc3ccccc32)c1C#N
-5.6% | O=C(Cn1nc2c(cc1=O)CCCC2)NCc1nnc2ccccn12
-19.9% | CSc1ccc(CNC23CC4CC(C)(CC(C)(C4)C2)C3)cc1
-21.2% | COC(=O)Cn1cc(/C=C2/SC(=O)N(C(C)C)C2=O)c2ccccc21

Continuation.
ALOX12 inh | structure
? | O=C(c1ccc(F)cc1)N1C[C@@H]2C[C@H](C1)c1c(NS(=O)(=O)c3cccc(F)c3)ccc(=O)n1C2
53.3% | O=C(Nc1c(NCc2ccccc2)c2ccccc2oc1=O)c1ccc(Br)cc1
? | Cn1nc(C2CC2)c2c(C(F)(F)F)cc(-c3ccc(Cl)c(Cl)c3)nc21
35.1%[activator] | Cc1c(C(=O)N2CCCCC2)sc2nc(-c3ccc(F)cc3)cn12
13.2% | COC(=O)C1=C(C)N=C2SC=C(CC(=O)N3CCCCC3)N2C1c1ccc(Cl)cc1 (stereo not drawn)
43.6%[activator] | COc1ccc(C2Cn3cnc(C(=O)N4CCC(C(=O)NCc5ccco5)CC4)c3CO2)cc1 (stereo not drawn)
-18.9% | Cc1c(OC(=O)c2ccc(F)cc2)cccc1OC(=O)c1ccc(F)cc1
-21.7% | Cc1ncc(CN)c(C)c1N
10.0%&8.7%[176 µM] | CSCCNC(=O)c1cc(Br)cn2ccnc12
8.8% | Cc1nnc(SCc2c(C(=O)NC(C)C)oc3ccccc23)s1
17.3%[176 µM] | Cc1ccc2nc(CO[C@H]3CN(C4CCOCC4)C[C@H]3F)[nH]c2c1
14.0% | O=C(c1cccc(S(=O)(=O)Nc2ccccc2F)c1)N1CCc2sccc2C1

Quoted at random: 4 entries already listed.
ALOX12 inh | structure
-21.7% | Cc1ncc(CN)c(C)c1N
17.3%[176 µM] | Cc1ccc2nc(CO[C@H]3CN(C4CCOCC4)C[C@H]3F)[nH]c2c1
8.8% | Cc1nnc(SCc2c(C(=O)NC(C)C)oc3ccccc23)s1
? | O=C(c1ccc(F)cc1)N1C[C@@H]2C[C@H](C1)c1c(NS(=O)(=O)c3cccc(F)c3)ccc(=O)n1C2

(more compounds)
ALOX12 inh | structure
? | CCc1nc2c(c(-c3ccc(Cl)cc3)n1)CN(C(=O)c1cccc(Cl)c1)CC2
11.6% | CCN1CCC(N2CCC3(CC2)NCCc2c3[nH]c3ccc(OC)cc23)CC1
7.5% | CCCCC1CCC(c2ccc(C(=O)O)cc2)CC1 (stereo not drawn)
22.1% | CC(C)C(=O)N1CCC(N2CC(OCC3CC3)C23CCCCC3)CC1 (stereo not drawn)
61.6%[activator][176 µM] | CC[C@H]1CN(C(=O)c2cccnc2)CC[C@H]1CC(=O)NCc1ccc(OC)c(OC)c1
61.4%[activator] | Cc1nnc2n1CCC(N(C)C(=O)CCc1nc3ccccc3s1)CC2 (stereo not drawn)
30.4% | Cc1ccc(CNC(=O)Nc2ccc(N3CCOCC3)nc2)s1
10.3%[176 µM] | O=C1[C@@H]2C[C@@H](CN2Cc2nccs2)Oc2ccccc2N1CC1CC1
-11.3% | CC(Sc1cccc2cccnc12)C(=O)NC(=O)NC1CCCC1 (stereo not drawn)
-14.2% | Cc1cc(C)n(-c2cccc(CN(C)C(=O)c3cc(C(C)C)no3)c2)n1
-1.2% | CC(C)(C)C(=O)c1c(N)[nH]c(C(=O)c2ccccc2)c1-c1ccc([N+](=O)[O-])cc1
17.8µM* | O=c1[nH]c2ccc(-c3csc(Nc4ccc(F)cc4)n3)cc2o1

(further entries)
ALOX12 inh | structure
-53.6% | c1ccc(CNC2C3CC4CC(C3)CC2C4)nc1 (stereo not drawn)
-16.9% | CN(C(=O)[C@H]1O[C@@H](n2cnc3c(=O)[nH]c(N)nc32)[C@H](O)[C@@H]1O)C1CCCCC1
38.2% | CNC(=O)N1CCC(Cc2noc(-c3ccncc3)n2)C1 (stereo not drawn)
47.5%[activator] | Cc1ccccc1CC(=O)N1C[C@@H](COc2ccccc2)[C@H](C(N)=O)C1
-5.9%[176 µM] | Cc1noc(C)c1-c1cc2c(cc(C)n2CCN(C)C)c(-c2ccccc2)n1
-1.8% | COc1ccc(C(=O)NC2CCN(c3cc(-c4ccc(Cl)cc4)[nH]n3)C2)c(C)c1 (stereo not drawn)
44.6% | Cc1ccc(-c2nc(C(=O)N3CCN(c4ccccc4)CC3)no2)cc1
? | Cc1nn2c(c1-c1ccccc1C(C)C)N([S+](=O)([O-])c1ccc(C(C)C)cc1)CCC2
1.5% | COC[C@@H]1CN(C(=O)CC(C)C)C[C@H]1c1nc(C)no1
0.3%[176 µM] | CC1=C[C@@H](CNC(=O)C2CC2)[C@H](C(C)C)C[C@H]1CC(=O)NC1CCCC1
11.8% | O=C(c1cnccn1)N1CC(F)(F)C[C@H]1c1nc(-c2ccccc2)no1
20.7% | CC(=O)C12CC3CC(C1)CC(C(=O)O)(C3)C2

(further entries)
ALOX12 inh | structure
-4.5% | CC(Nc1nc2c(c(=O)n(C)c(=O)n2C)n1Cc1ccccc1Cl)c1ccccc1 (stereo not drawn)
? | Cc1ccc(NC(=O)CCc2c[nH]c3ccccc23)cc1Cl
46.3%[activator] | CCC(CC)NC(=O)C1CCCN(S(C)(=O)=O)CCC(=O)NCC1 (stereo not drawn)
7.2% | O=C(c1sccc1-c1ccccc1)N1CCN(S(=O)(=O)c2cc(F)ccc2F)CC1
1.7% | COc1cccc(C(=O)N2CC(C(=O)NCCc3ccncc3)C3(CCOCC3)C2)c1 (stereo not drawn)
70.3%[activator][176 µM] | CC(=O)Nc1ccc(CNC[C@H]2COCc3nc4ccc(C)cc4n32)cc1
? | CN1/C(=C/C(=O)c2cccs2)Sc2ccccc21
-10.1% | O=C(NCc1nnc2ccc(-c3ccccc3)nn12)c1cc2ccccc2[nH]1
-7.3% | O=C1NCN(Cc2ccc(Cl)cc2)C12CCN(Cc1cccc3ccccc13)CC2
13.3% | CCCc1ccc(NC(=O)c2ccc3c(c2)NC(=O)CS3)cc1
4.6% | CCNC(=O)C1CCCN(S(=O)(=O)c2ccccc2)CCC(=O)NCC1 (stereo not drawn)
15.2% | COc1ccc(C(=O)N2CCC3(CC2)CC(N(C2CC2)S(C)(=O)=O)CCO3)cc1 (stereo not drawn)

Remaining list, next part.
ALOX12 inh | structure
? | FC(F)(F)c1ccc(/C=N/Nc2cc(C(F)(F)F)ccc2Cl)cc1
? | CCNc1c(NC(=O)Nc2cc(Cl)ccc2C)c(=O)oc2ccccc12
6.4%[176 µM] | COCCNC(=O)C1CN(c2cccc(OC)c2)C(=O)N1 (stereo not drawn)
-1.0% | CCOc1ccccc1NC(=O)c1cc2c(s1)-c1ccc(Cl)cc1S(=O)(=O)C2
21.9% | CNC(=O)[C@@H]1CN(C(=O)c2cc(C)on2)C[C@H]1COC
-7.7% | CCCCCCn1c(SCCCCC)nc2c1c(=O)[nH]c(=O)n2C
? | CCC1(C2CCN(C(=O)c3ccc(C)c(C)c3)CC2)NC(=O)N(CCc2scnc2C)C1=O (stereo not drawn)
33.6%[176 µM] | Cc1noc2c(NC(C)C)cc(-c3cccs3)nc12
22.2% | Cc1cnc(SCCN2CCOCC2)nc1C1CCCN(C(=O)c2cccc3c(C)c(C)[nH]c23)C1 (stereo not drawn)
-11.4% | O=C1C(=O)N(C(CCc2ccccc2)c2nnnn2Cc2ccccc2)c2ccccc21 (stereo not drawn)
0.8% | Cc1cc(NC(=O)c2cccnc2)c(C)cc1I
? | COc1ccc(S(=O)(=O)Nc2ccc(Nc3cc(N4CCCC4)nc(C)n3)cc2)cc1C

More results:
ALOX12 inh | structure
1.6%[176 µM] | COc1ccc(CNC(=O)C[C@@H]2C[C@H]3O[C@H](CN)[C@@H](O)[C@H]3O2)cc1
7.3% | Cc1cc(C)c2c(=O)cc(C(=O)N3CCN(c4cccc(Cl)c4)CC3)oc2c1
0.7% | CC(C)c1cc(C(=O)N2CCN(CC(=O)NCc3ccccc3)CC2)c2ccccc2n1
? | CCCN(C)c1ccc(/C=N/NC(=S)Nc2cccc(SC)c2)cc1
-20.4% | O=C(Nc1cc(-n2cnnn2)ccc1Cl)c1ccc(Br)o1
-3.4%[176 µM] | CC1=C[C@@H](CNC(C)C)[C@H](C(C)C)C[C@H]1Cc1nnc(-c2ccncc2)o1
0.0% | O=C(Nc1ccc2c(c1)OCCO2)C(c1ccncc1)n1c(=O)c(-c2ccco2)nc2ccccc21 (stereo not drawn)
56.1%[activator] | CCC(c1cccnc1)N(C)C(=O)c1cc(COc2ccccc2)[nH]n1 (stereo not drawn)
7.1% | Cc1ncccc1C(=O)N1CCCC(c2nc(-c3ccccc3)no2)CCNC(=O)CC1 (stereo not drawn)
11.3% | COc1cc(CN(C(=O)COc2ccccc2C)c2ccccn2)cc(OC)c1OC
4.5% | COc1ccc(CN(C(=O)c2nn(Cc3ccccc3)c(=O)c3ccccc23)C2CC2)cc1
7.1%[6.33 µM] | O=C(c1ccc(C(F)(F)F)cc1)N1CCC2(CC1)C(=O)Nc1ccccc12

Later entries
ALOX12 inh | structure
? | COc1ccccc1-c1nccc(-n2ccnc2)n1
45.5%[activator] | CN(C)C(=O)CNC(=O)c1ccc(C(F)(F)F)cc1
16.9% | CCCc1ccc2oc(C(=O)N(C)Cc3snnc3C)c(C)c2c1
26.7% | O=C(NCc1nc(-c2ncccn2)no1)[C@H]1CNC[C@@H](C(=O)N2CCCC2)C1
1.9% | CC(C)(C)NC(=O)C(c1ccnc2ccccc12)n1c(=O)c(-c2ccccc2)nc2ccccc21 (stereo not drawn)
22.7% | COc1cc(-c2nc(-c3nonc3N)no2)cc(OC)c1OC
-1.8% | O=C1CCCN1c1ccc(Cn2ccn3nc(-c4ccc(F)cc4)c(CO)c3c2=O)cc1
-29.1% | O=c1nc2n(Cc3ccccc3)c3ccccc3cc-2c(=O)[nH]1
-19.6% | COc1ccc(C)cc1CN(C)C(=O)CCn1ccc2ccccc21
-41.8% | Cc1ccc(S(=O)(=O)CCc2ccccc2Cl)cc1C
? | COc1ccc(N2C(=O)CCS2(=O)=O)cc1S(=O)(=O)N1CCCc2ccccc21
0.8% | NC(C(=O)O)[C@H](O)C(=O)O (stereo partly drawn)

Continuation:
ALOX12 inh | structure
6.5% | COCCN1CC(CO)C2(CCN(C(=O)c3nccc4ccccc34)CC2)C1 (stereo not drawn)
16.2% | O=C(NC1CCN(c2cc(-c3cccs3)[nH]n2)CC1)c1ccccc1
? | Cc1cccc(Cc2sc(N)nc2C)c1
51.9%[activator][176 µM] | COc1ccc(C(=O)N2CCC(c3nn(C)c(=O)[nH]3)CC2)cc1
-0.8% | CNS(=O)(=O)c1cc(C(=O)NCC2(c3ccccc3)CC2)cc(C)c1C
1.4% | Cc1ccccc1NC(=O)/C(C#N)=C/c1ccc(OC(=O)c2ccccc2)cc1
2.2% | COc1ccc(C2CC(=O)Nc3c2c(=O)nc(SC)n3C)c(OC)c1 (stereo not drawn)
-9.2% | CCCC1(CO)CCCN(Cc2nnc(-c3cccnc3)o2)C1 (stereo not drawn)
36.4%[activator] | CN1C(=O)C(c2ccccc2)CC12CCN(C(=O)c1cccc(F)c1)CC2 (stereo not drawn)
5.9% | COc1ccc(Cn2c3c(c(=O)n2Cc2ccccc2)CCN(C(=O)c2ccnn2C)C3)cc1
20.7% | COc1cc(OC)c(C(=O)N2CC[C@H](CO)[C@@H](O)C2)cc1OC

Screening results: PubChem, National Center for Advancing Translational Sciences (NCATS)
